GoLoco inh red = blocks human Gai1 binding to RGS12 GoLoco peptide, red readout; Gai1:RGS12 GoLoco peptide FP, rhodamine, 10 min; 0.44% of 230,000 active; P63096; Potency, µM (top dose mostly 61.6 µM), for inactives: top-dose activity, negative = inhibition, actives largely listed as inhibitors; active = well fitted inhibition curve with a large enough effect, not every such curve was filed as active; inactive = no such curve, though single readings can be large or run the other way; note: % is set by controls: 0 for no effect and ±100 for the full control effect; nearly all actives have a fitted effect of over 30% in size; many of its hits are not listed in these tables
Target sequence (P63096 whole entry, looked up): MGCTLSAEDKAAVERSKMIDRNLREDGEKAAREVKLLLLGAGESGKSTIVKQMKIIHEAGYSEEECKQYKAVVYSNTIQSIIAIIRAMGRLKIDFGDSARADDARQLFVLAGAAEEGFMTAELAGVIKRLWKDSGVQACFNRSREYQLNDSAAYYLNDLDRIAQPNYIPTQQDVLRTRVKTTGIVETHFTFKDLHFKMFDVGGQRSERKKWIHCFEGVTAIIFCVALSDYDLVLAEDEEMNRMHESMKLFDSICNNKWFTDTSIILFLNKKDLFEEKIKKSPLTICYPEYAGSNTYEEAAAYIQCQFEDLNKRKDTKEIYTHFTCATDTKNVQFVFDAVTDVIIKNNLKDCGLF
IMPase Li cell = IMPase inhibition in cells with lithium potentiation. CHO-M1 cells, IP1 TR-FRET (IP-One), carbachol + lithium. Potency, µM (highest dose often 59.4 µM), for the others: at the highest dose activity, negative = IMPase inhibition, hits mostly inhibitors. 0.35% of 210,000 active;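 note: IP1 builds up when IMPase is blocked and the TR-FRET signal falls; plate controls were basal vehicle for no effect and high inhibitor control for full effect; nearly all actives have a fitted effect of over 50% in size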
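CHO cells stably expressing M1 receptor (2000/well) were cultured 16–30 h, then exposed to compounds with a small lithium addition for 30 min at 37C. IP1 was measured by TR-FRET competition; AC50 from Hill fits.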
JMJD2E inh = blocks human JMJD2E demethylase activity. B2RXH2. JMJD2E catalytic domain, FDH-coupled NADH fluorescence (FDH is formaldehyde dehydrogenase). Potency, µM (highest dose often 57.1 µM), inactives show at the top dose activity change, negative = inhibition, usual class: inhibitors. 1.6% of 230,000 active. AID 2147; active = well fitted inhibition curve with a large enough effect, not every such curve was filed as active; inconclusive = small, poorly fitted or top-dose-only effect, or another doubt; inactive = no such curve, though single readings can be large or run the other way;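 note: 0% = wells with enzyme and -100% = buffer wells without enzyme; nearly all actives have a fitted effect of over 50% in size; many of its hits are not listed in these tables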
RECQ1 inh = RECQ1 (human) helicase inhibition. P46063. RECQ1 DNA unwinding, red fluorescence kinetic read. Potency, µM (doses to about 57.3 µM), for the others: at the top dose activity, negative = inhibition, most hits filed as inhibitors. 0.54% of 240,000 active. AID 2549;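 note: plate controls were vehicle for no effect and no enzyme for full effect; nearly all actives have a fitted effect of over 30% in size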
Target sequence (P46063 whole entry, looked up): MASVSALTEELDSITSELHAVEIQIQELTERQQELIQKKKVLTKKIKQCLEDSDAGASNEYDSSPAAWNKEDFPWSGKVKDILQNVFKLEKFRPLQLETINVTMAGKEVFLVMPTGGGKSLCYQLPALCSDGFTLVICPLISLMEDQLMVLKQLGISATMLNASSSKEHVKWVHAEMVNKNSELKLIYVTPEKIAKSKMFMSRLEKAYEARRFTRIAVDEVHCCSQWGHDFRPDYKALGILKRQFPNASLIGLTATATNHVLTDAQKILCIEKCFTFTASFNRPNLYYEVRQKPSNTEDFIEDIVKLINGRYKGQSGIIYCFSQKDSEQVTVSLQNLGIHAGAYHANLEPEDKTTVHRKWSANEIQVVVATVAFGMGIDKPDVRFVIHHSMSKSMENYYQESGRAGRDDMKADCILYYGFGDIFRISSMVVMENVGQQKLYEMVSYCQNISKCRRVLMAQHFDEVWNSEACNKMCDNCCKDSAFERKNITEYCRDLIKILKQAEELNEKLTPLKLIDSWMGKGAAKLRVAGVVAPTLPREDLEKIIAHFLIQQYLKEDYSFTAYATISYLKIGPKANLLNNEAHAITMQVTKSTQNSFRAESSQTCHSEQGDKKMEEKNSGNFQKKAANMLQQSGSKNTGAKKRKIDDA
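RECQ1T1 50 nM; forked duplex (20 bp + 30-nt ss tails) 200 nM, ATP 2 mM final; pH 8.0, 2 mM MgCl2, 2.5 ug/ml poly(dI-dC); 15 min compound preincubation; discontinuous kinetic read over 2 h at RT.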
Epigenetic reg = epigenetic control regulation, reporter derepression; Potency, µM (highest dose often 53.9 µM), for inactives: at the highest dose GFP activation, most hits filed as activators; murine LDR cells, GFP reporter derepression, 30 h; AID 1865; 0.2% of 280,000 active; note: % of control where 0% means no effect; nearly all actives have a fitted effect of over 60% in size
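Readout is the number of GFP-expressing murine LDR cells, counted by cytometry following washing. Cells were treated with compound for 30 h at 37 C; the stably integrated CMV-GFP locus is normally silent.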
KinaseGlo FLuc = blocks Kinase-Glo luciferase, a counter-screen artifact | Q27757 | Kinase-Glo luciferase, ATP luminescence, 8 min | Potency, µM (titrated, usually from 38.3 µM), for the others: top-dose activity change, negative = inhibition, most hits filed as inhibitors | 0.28% of 200,000 active; note: % is set by controls: 0 for no effect and ±100 for the full control effect; nearly all actives have a fitted effect of over 60% in size
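Recombinant Kinase-Glo luciferase, 10 uM ATP (linear range), luciferin; imidazole pH 7.2 / KCl / MgCl2 / Tween / BSA buffer; 8 min RT; luminescence.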
SMN2 splice enh = enhancers of SMN2 splice variant expression; Potency, µM (titrated, usually from 46.1 µM), for inactives: at the highest dose activity change, positive = activation, actives largely listed as activators; HEK293 SMN2-luciferase splicing reporter, luminescence, 30-36 h; AID 1458; 2.8% of 210,000 active; note: % of control where 0% means no effect; nearly all actives have a fitted effect of over 55% in size
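HEK293 cells carry an SMN2 minigene-luciferase reporter in which exon 7 inclusion puts luciferase in frame. Cells were seeded at 2000 cells/well, attached for 10-12 hours, then exposed to compounds for 30-36 hours at 37C before ONE-Glo luminescence.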
NPSR antagonist = neuropeptide S receptor (human) antagonism, cAMP; CHO-NPSR cells, cAMP TR-FRET, antagonist mode; Q6W5P4; 1% of 220,000 active; Potency, µM (top dose mostly 38.3 µM), for the others: at the highest dose activity change, negative = inhibition, usual class: inhibitors; note: % is set by controls: 0 for no effect and ±100 for the full control effect; nearly all actives have a fitted effect of over 50% in size; many of its hits are not listed in these tables
Numbers without * were called inactive; i = inactive; ? = inconclusive; . = not tested or not shown; [ ] = dose if it differs, or a comment. Unless noted, calls come from the whole dose curve; as a rule, active = well fitted curve in the direction sought with a large enough effect; inconclusive = small, poorly fitted or top-dose-only effect, or another doubt; inactive = no such curve, though single readings can be large; an effect the other way counts as inactive or inconclusive. Potency is the fitted concentration of half-maximal effect. A portion of the library. The share of hits here may be higher or lower than overall.

Each structure is followed by: GoLoco inh red, IMPase Li cell, JMJD2E inh, RECQ1 inh, Epigenetic reg, KinaseGlo FLuc, SMN2 splice enh, NPSR antagonist
1: N#CC(c1nc2ccccc2nc1N1CCCC1)S(=O)(=O)c1cccs1 (stereo unspecified)
 : 78%[activator], ?, ?, 1%, -1.7%, -9%, -37%, 14%[46.1 µM]
2: O=C(O)c1cccc(COc2ccc(CO)cc2Cl)c1
 : 0%, 15%[38.3 µM], 0%, -3%, -0.6%, -16%, 0.04µM*, -6%[46.1 µM]
3: O=C1CSC(c2ccc([N+](=O)[O-])cc2)N1C1CCCCC1 (stereo unspecified)
 : 4%, 11%, 11%, -1%, 8.8%, 2%, 9%, -10%
4: CCCOc1cc(N)ccc1C(=O)OCCN(CC)CC
 : -13%[21.6 µM], 10%, -4%[25.5 µM], -4%[25.9 µM], 1.1%[16.9 µM], 2%[17.1 µM], -1%[20.6 µM], .
5: Oc1ccc(C=NC2CCCCC2)cc1
 : 10%, ., -23%, -3%, 1.1%, ., ., 8%
6: CCC(=O)OCc1c(C(F)(F)F)nn(C)c1Sc1ccc(Cl)cc1
 : 10%, 15%[38.3 µM], -1%, -6%, -1.1%, -5%, -13%, -21%[46.1 µM]
7: Cc1ccsc1/C=C1\CCC(C2CCCC2)C1=O (stereo unspecified)
 : -1%, -1%, 1%, -6%, 1.6%, -18%, ., ?
8: O=C(Nc1nc(-c2ccc(Cl)s2)cs1)c1ccco1
 : 16%, 13%, -8%, -6%, -1.9%, -2%, ?, -20%
9: O=C1c2cccc3c(N4CCCCC4)ccc(c23)C(=O)N1c1ccc(O)cc1
 : 135%[activator], 18%, 1%, -13%, ?, 2%, 19%, -38%
10: CCOC(=O)CSc1nc(N)c(C#N)c(CC(C)C)c1C#N
 : 1%, -9%[38.3 µM], -14%, i, 2.8%, 0%, -9%, -9%[46.1 µM]
11: COc1ncc2nc(-c3cccs3)c(=O)n(-c3ccccc3)c2n1
 : 42%[activator], ?, ., i, ., -4%, 2%, .
12: Cc1cc(=O)oc2c(CN3CCC(C)CC3)c(O)c(Cl)cc12
 : 22µM*, ?, ?, 28µM*, -1.0%, 1%, 2%, 3%[46.1 µM]
13: CCCCn1nnc(NC(=O)c2ccc(-c3cccc(Cl)c3)o2)n1
 : 13%, -8%[38.3 µM], ?, i, 0.3%, -2%, -10%, -25%[46.1 µM]
14: Cc1cc(-c2nnc(SCC(=O)c3ccc(Cl)cc3)o2)no1
 : 41%[activator], 2%, 1%, 0%, 2.8%, -1%, 0%, -29%
15: O=C(NC1CCCCC1)C(c1ccc(F)cc1)N(Cc1cccs1)C(=O)CN1C(=O)c2ccccc2S1(=O)=O (stereo unspecified)
 : -7%, 7%, 3%, -1%, 2.5%, -2%, -5%, 15%
16: O=C(O)/C=C/C(=O)N(CC1CCCO1)C1CC(=O)N(c2c(Cl)cccc2Cl)C1=O (stereo unspecified)
 : -3%, ., -8%, -11%, 2.4%, ., ., 53%
17: CN1C(=O)/C(=C/c2ccccc2OCc2cccc(F)c2)N(C)C1=S
 : 7%, 34%[activator][38.3 µM], -6%, -3%, -0.6%, 2%, -8%, ?
18: CCOC(=O)CSc1nnc(C)n1N
 : 11%, 4%[38.3 µM], 4%, -16%, -5.3%, -1%, -13%, -4%[46.1 µM]
19: C/C(=N/OCO/N=C(\C)c1ccccc1F)c1ccccc1F
 : -2%, 6%, 11%, -6%, -0.7%, 1%, -6%, -28%
20: O=C(Nc1ncccc1Cl)C(Sc1ccccc1)c1ccccc1 (stereo unspecified)
 : 6%, 11%[38.3 µM], -5%, -5%, -1.7%, 8%, -6%, ?
21: O=S(=O)(c1ccc2c(c1)OCCCO2)N1CCNCC1
 : 12%, 0%, 5%, -4%, 0.0%, 8%, 14%, -12%[46.1 µM]
22: O=C1NC(c2ccccc2Cl)Nc2ccccc21 (stereo unspecified)
 : 4%, 3%[38.3 µM], ?, -15%, -1.0%, -1%, ?, -1%[46.1 µM]
23: COC(=O)Cc1c(C)c2c(OCc3nn[nH]n3)cc(C)cc2oc1=O
 : ., ., ?, -6%, -7.3%, ., ., -5%[46.1 µM]
24: CCOC(=O)c1cc(CC)sc1N1C(=O)CC(Sc2ccccc2C(=O)O)C1=O (stereo unspecified)
 : 114%[activator], -12%, -7%, 5%, 0.0%, 1%, 1%, 3%
25: Cc1nc2c(C(F)(F)F)cccc2c2c1CCS2
 : -11%, -16%, -22%, 14%, -0.6%, 1%, 0%, -1%
26: FC(F)(F)c1nnc2ccc(NCc3ccccc3)nn12
 : -12%, -5%, 9%, -1%, -2.2%, 1%, -2%, 11%
27: Cc1ccc(NC(=O)CSc2nnc(-c3ccccc3C)o2)cc1C
 : 8%, 3%[38.3 µM], 6%, 9%, 0.0%, 2%, -5%, -25%[46.1 µM]
28: CCOc1ccccc1C1C(C(N)=O)=C(C)Nc2nc(-c3cccc(C)c3)nn21 (stereo unspecified)
 : 2%, 0%[38.3 µM], -1%, i, -1.1%, 7%, -1%, ?
29: Cc1ccsc1/C=C1/NC(=O)N(Cc2ccc(F)cc2)C1=O
 : 18%, 6%, -6%, i, -1.9%[10.1 µM], -2%, 11%, -5%
30: CC(C)OCCCNC(=O)C(=O)N/N=C/c1ccc(OCc2ccccc2)cc1
 : -15%, ., -1%, 1%, -1.6%, ., ., -8%

2 entries picked at random from the list so far, as already listed:
Each structure is followed by: GoLoco inh red, IMPase Li cell, JMJD2E inh, RECQ1 inh, Epigenetic reg, KinaseGlo FLuc, SMN2 splice enh, NPSR antagonist
24: CCOC(=O)c1cc(CC)sc1N1C(=O)CC(Sc2ccccc2C(=O)O)C1=O (stereo unspecified)
 : 114%[activator], -12%, -7%, 5%, 0.0%, 1%, 1%, 3%
18: CCOC(=O)CSc1nnc(C)n1N
 : 11%, 4%[38.3 µM], 4%, -16%, -5.3%, -1%, -13%, -4%[46.1 µM]

(more compounds)
Each structure is followed by: GoLoco inh red, IMPase Li cell, JMJD2E inh, RECQ1 inh, Epigenetic reg, KinaseGlo FLuc, SMN2 splice enh, NPSR antagonist
31: CCCn1c(SCC(=O)N2CCCc3ccccc32)nnc1-c1ccccn1
 : -4%, 7%, 2%, i, -3.4%, 1%, -7%, -8%[46.1 µM]
32: Cc1ccc(Nc2nc3nonc3[nH]c2=O)cc1
 : 2%, -4%[38.3 µM], 3%, -4%, -1.0%, 1%, 17%, -21%[46.1 µM]
33: Cc1ccc(NC(=O)CSc2ncccc2C(=O)Oc2cccc([N+](=O)[O-])c2)cc1Cl
 : 17%, 4%, 0%, i, 7.1%, -2%, 11µM*, -15%
34: CC(NS(C)(=O)=O)C(c1cccs1)N1CCN(c2ccccc2)CC1 (stereo unspecified)
 : -3%, 6%, 6%, -4%, -1.0%, 1%, -3%, 2%
35: O=C(c1ccco1)N1CCN(C(c2ccc(Cl)cc2)c2nnnn2Cc2ccccc2)CC1 (stereo unspecified)
 : 10%, 18%, -9%, 0%, 1.2%, 0%, -16%, -25%[46.1 µM]
36: Cc1ccc2nc(/C(C#N)=C/c3cn[nH]c3-c3ccc(F)cc3)[nH]c2c1
 : 9%, -5%[38.3 µM], -15%, -3%, -1.2%, -3%, -3%, ?
37: Nc1cc2c(cc1C(=O)c1ccccc1F)OCCO2
 : 9%, 19%, -27%, -13%, 7.6%, -2%, 13%, 8%
38: COc1ccc(C(=O)NN2C(=O)C3C4C=CC(O4)C3C2=O)cc1 (stereo unspecified)
 : -19%, 7%[38.3 µM], -4%, -1%, -1.2%, -2%, -2%, -10%[46.1 µM]
39: CS(=O)(=O)N1CCN(c2ccc([N+](=O)[O-])cc2F)CC1
 : 3%, 0%, -11%, -15%, 1.3%, 0%, 7%, 12%
40: CC1CCCCC1NC(=O)c1ccc2c(c1)[nH]c(=O)n2C1CCCC1 (stereo unspecified)
 : 7%, -19%[38.3 µM], 8%, i, -1.8%, -1%, -6%, -17%[46.1 µM]
41: CCOC(=O)c1cc(-c2ccc(N)cc2)sc1N
 : -13%, 25%[38.3 µM], -4%, -5%, -0.8%, -2%, 11µM*, -10%[46.1 µM]
42: O=C(CSc1nnc(CNc2ccccc2)o1)c1ccc2c(c1)OCCO2
 : 8%, 24%[38.3 µM], 0%, 1%, 0.0%, 3%, ?, -4%[46.1 µM]
43: COc1ccc(/C=N/n2c(-c3n[nH]c4c3CCC4)n[nH]c2=S)cc1
 : 1%, ., 7%, -4%, 4.2%, ., ., -51%
44: CCC(=O)Nc1nc2c(OC)ccc(OC)c2s1
 : -1%, -2%[38.3 µM], -4%, -4%, -1.0%, -1%, 8%, -8%[46.1 µM]
45: Cc1cccc(C(=O)OC(C)CN2CCN(C)CC2)c1 (stereo unspecified)
 : -11%, 17%, 4%, -6%, -0.2%, -1%, -10%, 14%
46: CC1=NCCN1S(=O)(=O)c1ccc(Br)c(C)c1
 : -17%, 4%[38.3 µM], 3%, i, 4.9%, 1%, 6%, 2%[46.1 µM]
47: Cc1c(NC(=O)CSc2nc3ccccc3s2)c(=O)n(-c2ccccc2)n1C
 : 2%, -9%[38.3 µM], -4%, -3%, -7.6%, -3%, -6%, 1%[46.1 µM]
48: CCN1CCN(c2nc3c(c(=O)n(C)c(=O)n3C)n2CCSc2nccc(C)n2)CC1
 : -4%, 5%[38.3 µM], 7%, -3%, 0.7%, 2%, -11%, -2%[46.1 µM]
49: CCOC(=O)C1(Cc2cccc(F)c2)CCN(C(=O)C2CCC2)CC1
 : 6%, 13%, 6%, 3%, 0.0%, 0%, ., 19%
50: Cc1ccc(C(=O)NCc2ccco2)cc1S(=O)(=O)N1CCOCC1
 : -14%, 2%[38.3 µM], -5%, i, -1.1%, -1%, -9%, 8%[46.1 µM]
51: O=C(O)CCn1[nH]c(=O)ccc1=O
 : 7%, -6%, -18%, i, -0.8%, 2%, ?, -5%[46.1 µM]
52: CCC(C)(C)NC(=O)C(c1ccc(C)cc1)N(CCN1CCOCC1)C(=O)CNC(=O)c1cccs1 (stereo unspecified)
 : 1%, 16%, 6%, i, 0.0%, -2%, ., -15%
53: COc1ccc(CCNC(=O)COC(=O)c2ccc(N3CCCC3=O)cc2)cc1
 : -3%, -12%, 8%, i, 1.1%, 1%, 20%, -6%
54: Nc1nc(SCc2ccc3c(c2)OCO3)n[nH]1
 : 9%, -4%[38.3 µM], 5%, -6%, -0.7%, -2%, -1%, -4%[46.1 µM]
55: CC12CCC(C(=O)Nc3cc(F)ccc3F)(CC1=O)C2(C)C (stereo unspecified)
 : 8%, 3%, 4%, i, 2.1%, -2%, ?, 1%
